PME-1 primary = blocks human protein phosphatase methylesterase 1 | inhibition, % at 5.9 µM | AID 2130 | hit rate 0.53% among 320,000 | recombinant PME-1, FP-Rh probe fluorescence polarization | Q9Y570;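 active = inhibition above the campaign mean of all compounds plus 3 SD, cut at about 26% in these data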;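 note: competitive labeling of PME-1 active site by serine hydrolase directed probe; 0% = PME-1 with DMSO and 100% = wells lacking PME-1 enzyme; inhibitors block probe labeling so polarization falls and inhibition rises; many of its hits are not listed in these tables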
Target sequence (Q9Y570 whole entry, looked up): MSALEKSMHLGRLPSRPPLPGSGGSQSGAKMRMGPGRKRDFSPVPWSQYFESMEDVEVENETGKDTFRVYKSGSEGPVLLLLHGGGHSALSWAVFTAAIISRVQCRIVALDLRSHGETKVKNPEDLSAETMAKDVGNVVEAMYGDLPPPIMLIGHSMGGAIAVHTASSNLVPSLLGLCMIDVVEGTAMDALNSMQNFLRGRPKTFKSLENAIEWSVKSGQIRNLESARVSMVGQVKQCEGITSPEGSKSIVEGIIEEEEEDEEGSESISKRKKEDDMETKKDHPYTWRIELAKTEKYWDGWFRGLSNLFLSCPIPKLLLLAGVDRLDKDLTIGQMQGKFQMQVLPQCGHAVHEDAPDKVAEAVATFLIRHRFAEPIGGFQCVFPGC
PAFAH1B2 FP inh = blocks human PAF acetylhydrolase 1b catalytic subunit 2. recombinant PAFAH1B2, FP-rhodamine activity probe, fluorescence polarization. inhibition, % at 3.39 µM. hit rate 1.2% among 340,000. AID 492953;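 active = inhibition above the mean of all tested compounds plus 3 SD, cut at about 24% in these data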;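 note: 0% = enzyme with DMSO and 100% = wells lacking PAFAH1B2; many of its hits are not listed in these tables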
MEX-5 binding = C. elegans MEX-5 TCR-2 RNA binding activity; Q9XUB2; MEX-5/FITC-TCR2 RNA binding, fluorescence polarization; stronger effect = lower value; activity score (negative = inhibition of binding), % at 10 µM; hit rate 0.38% among 300,000;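 active = inhibition past about -25% in most replicates, and total fluorescence under double the plate's negative control median, limit read from the data; inconclusive = replicates evenly split on the limit, or fluorescence at least double controls; inactive = too little inhibition in most replicates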;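 note: 0% = DMSO and -100% = 5 µM competing unlabeled TCR2 RNA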
Target sequence (Q9XUB2 whole entry, looked up): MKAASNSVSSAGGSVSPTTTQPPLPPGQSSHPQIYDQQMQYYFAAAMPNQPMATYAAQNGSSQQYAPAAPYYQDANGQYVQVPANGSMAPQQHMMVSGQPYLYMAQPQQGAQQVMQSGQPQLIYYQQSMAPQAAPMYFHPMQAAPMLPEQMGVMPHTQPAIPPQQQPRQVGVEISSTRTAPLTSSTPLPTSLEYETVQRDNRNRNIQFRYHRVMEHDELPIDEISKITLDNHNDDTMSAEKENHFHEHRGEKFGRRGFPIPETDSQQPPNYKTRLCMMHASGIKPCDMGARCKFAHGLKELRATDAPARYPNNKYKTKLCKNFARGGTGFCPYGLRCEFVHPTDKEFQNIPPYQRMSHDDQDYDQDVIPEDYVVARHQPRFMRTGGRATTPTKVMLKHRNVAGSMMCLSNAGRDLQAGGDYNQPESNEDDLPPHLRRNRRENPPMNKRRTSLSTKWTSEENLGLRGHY
GLD-1 RNA inh = GLD-1-TGE RNA interaction inhibition (C. elegans); Q17339; purified GLD-1 + fluorescein TGE RNA, fluorescence polarization; inhibition, % at 5.96 µM; hit rate 0.44% among 320,000;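 active = percent inhibition above a per-plate cutoff, the plate mean of test compounds plus 3 SD, cut at about 30% in these data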;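 note: 0% = DMSO wells with GLD-1 and probe and 100% = wells lacking GLD-1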
pPAFAH FP inh = pPAFAH (human) enzyme inhibition; inhibition, % at 3.39 µM; AID 463082; hit rate 1.5% among 330,000; recombinant pPAFAH, FP-rhodamine probe fluorescence polarization;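 active = inhibition above the mean inhibition across the screen plus 3 SD, cut at about 25% in these data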;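 note: inhibitors block binding of the rhodamine activity-based probe so polarization drops; 0% = enzyme with DMSO and 100% = wells lacking pPAFAH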
BCLXL inh = Bcl-xL (human) inhibition. Q07817. GST-Bcl-xL / FITC-Bim BH3 peptide fluorescence polarization. inhibition, % at 10.9 µM. hit rate 0.7% among 320,000. AID 2129;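 active = inhibition above the mean of all tested compounds plus 3 SD, cutoff set per campaign, cut at about 30% in these data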;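 note: 0% = DMSO wells and 100% = unlabeled Bim-BH3 peptide competitor; inhibitors lower millipolarization by displacing the labeled peptide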
AHR act = activators of human aryl hydrocarbon receptor; P35869; AHR-responsive luciferase reporter cells, luminescence; activation, % at 5 µM; hit rate 2.5% among 320,000; AID 2796; in the data active = activation above about 47%;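 note: 0% = vehicle wells and 100% = reference agonist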
MCL1 BIM primary = MCL1-BIM-BH3 interaction inhibition (human). inhibition, % at 10.9 µM. GST-MCL1 / FITC-Bim-BH3 fluorescence polarization. hit rate 0.68% among 320,000;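 active = inhibition above the mean inhibition of all tested compounds plus 3 SD, set per campaign, cut at about 40% in these data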;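 note: 0% = DMSO wells and 100% = unlabeled Bim-BH3 peptide control; higher means more loss of mP so more displacement of Bim peptide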
Fam108B counter = counter-screen for RBBP9 inhibitors: inhibitors of mouse Fam108B. hit rate 0.33% among 300,000. recombinant Fam108B, FP-Rh probe fluorescence polarization. AID 1947. inhibition, % at 9.51 µM;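 active = inhibition above the screen mean inhibition plus 3 SD, computed separately per campaign, cut at about 18% in these data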;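 note: inhibitors lower polarization as less probe binds the enzyme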
Active calls of the source: *; ? = inconclusive; / = no result given. A portion of the library; the hit share may differ from the screen's.

Compound	PME-1 primary	PAFAH1B2 FP inh	MEX-5 binding	GLD-1 RNA inh	pPAFAH FP inh	BCLXL inh	AHR act	MCL1 BIM primary	Fam108B counter
CCN1CCN(C(=O)Cn2ncc3c([nH]c4ccc(C)cc43)c2=O)CC1	-2	5	-2.0	1	4	2	2	6	0
Cc1occc1C(=O)N/N=C/c1ccc(Cl)c([N+](=O)[O-])c1	1	-4	0.2	5	2	-3	5	0	-2
O=C1CC(N(O)c2ccccc2)C(=O)N1c1cc(Cl)cc(Cl)c1 (configuration not stated)	34*	7	/	14	51*	13	-6	25	10
CN1CCN(c2ccc(NC(=O)c3cc([N+](=O)[O-])ccc3N3CCOCC3)cc2)CC1	2	3	1.8	4	2	2	0	10	6
CCOC(=O)C1=C(O)/C(=C\c2ccc(OC)c(OC)c2)N=C1C	-2	-3	-0.1	4	2	14	0	17	-3
Cc1nnc2ccc(-c3ccc(NC(=O)Cc4cccs4)cc3)nn12	-3	1	0.4	1	27*	7	-2	16	1
O=C(COC(=O)c1ccccc1O)NCc1ccco1	/	4	/	2	17	/	0	/	/
O=C(CCn1c(=O)c2cccn2c2ccccc21)Nc1ccc(F)cc1	-6	-3	1.6	7	-6	-2	38	-3	-7

Another view of part of the listing above.
Order of values – PME-1 primary, PAFAH1B2 FP inh, MEX-5 binding, GLD-1 RNA inh, pPAFAH FP inh, BCLXL inh, AHR act, MCL1 BIM primary, Fam108B counter
O=C(COC(=O)c1ccccc1O)NCc1ccco1
 : /, 4, /, 2, 17, /, 0, /, /
Cc1occc1C(=O)N/N=C/c1ccc(Cl)c([N+](=O)[O-])c1
 : 1, -4, 0.2, 5, 2, -3, 5, 0, -2

Later entries:
Compound	PME-1 primary	PAFAH1B2 FP inh	MEX-5 binding	GLD-1 RNA inh	pPAFAH FP inh	BCLXL inh	AHR act	MCL1 BIM primary	Fam108B counter
COc1ccccc1NC(=O)c1cc2n(n1)C(C(F)(F)F)CC(c1ccc3c(c1)OCO3)N2 (configuration not stated)	-4	2	-1.7	-1	4	4	2	5	-5
O=C(CN1CCCCC1)Nc1nnc(-c2ccc([N+](=O)[O-])cc2)s1	0	3	-0.3	-3	10	6	0	8	5
CC(=O)Nc1nnc(SCc2ccc(C(=O)Nc3ccccc3F)cc2)s1	-9	5	-0.2	4	3	-17	-3	-21	-3
COc1ccccc1N1CCN(C(=O)CCNS(=O)(=O)c2ccc3c(c2)CCC(=O)N3)CC1	4	3	2.0	5	0	6	-1	4	-1
Cc1c(CCO)sc[n+]1CC(=O)OC12CC3CC(CC(C3)C1)C2	3	1	0.3	1	-2	2	-1	8	0
Cn1c(N2CCOCC2)c(C=O)c2ccccc21	1	-1	-0.7	1	5	1	2	0	-4
CC(=O)N1CC(=O)N=C1SCC(=O)Nc1nc(-c2ccccc2)c(-c2ccccc2)s1	0	7	1.1	5	9	2	11	8	-10
C=CCNC(=O)c1ccccc1S(=O)c1ccccc1C#N (configuration not stated)	-1	2	3.2	5	-1	7	-2	6	-5
COCCNCC(=O)N1c2ccccc2Sc2ccccc21	-5	0	-3.0	9	2	8	-4	-1	2
Cc1ccc(C)c(C(=O)CSc2nc(N)cc(=O)[nH]2)c1	1	2	-0.7	-6	-1	0	5	0	1
O=CC(=O)c1ccccc1	-2	2	/	2	-4	7	1	6	/
CCOC(=O)C(NC(C)=O)(NS(=O)(=O)c1ccccc1)C(F)(F)F (configuration not stated)	-4	7	0.4	2	-3	3	-1	1	0
CCc1ccc2[nH]cc(C(=O)N3CCCCCC3)c(=O)c2c1	4	9	0.5	1	8	3	1	-12	-1
Cc1cccc(CN2CCN(CC(=O)NCCCN3CCCC3=O)C2=O)c1	-4	-1	0.1	-4	-3	1	5	-11	2
Cc1ccc(S(=O)(=O)NCc2ccc(C(=O)NC3CCCCC3)cc2)cc1	6	11	-0.9	3	4	5	1	7	3
COc1ccc(/C=N/Nc2nncc3ccccc23)cc1	10	0	-4.3	5	1	-3	48*	-4	1
COc1ccnc(Nc2cccc(C)c2)c1C#N	-6	-1	0.7	-6	1	6	3	2	-4
CCn1cc(Br)c(C(=O)Nc2sc3c(c2C(N)=O)CCCC3)n1	-6	-10	-1.2	-1	3	5	57*	13	-22
CN(C)CCN1CCc2ccccc21	4	19	1.8	1	1	5	4	10	-1
COc1ccc(C)cc1S(=O)(=O)N(CC(N)=O)Cc1ccccc1	-4	-4	-0.2	0	0	0	-1	1	2
Cc1cc(NC(=O)CCC(=O)NNC(=O)c2ccc(C(C)(C)C)cc2)no1	4	4	1.6	0	6	2	3	6	0
COc1ccccc1C(=O)NC(=O)COC(=O)c1ccc([N+](=O)[O-])cc1Cl	-3	3	0.6	1	2	3	-2	-5	0
CCOC(=O)N1CCN(C(=O)Cn2nc(C)n3nc(-c4ccccc4)cc3c2=O)CC1	4	4	-0.1	5	1	-1	4	-4	-2
COc1cccc(CN2CCNC(=O)C2CC(=O)N(C)CC2CCOCC2)c1OC (configuration not stated)	-3	-7	-3.5	11	2	16	5	11	-2
Cc1cc(C)c(S(=O)(=O)N2CCN(C(=O)c3cccs3)CC2)c(C)c1	0	-3	0.0	10	4	0	-2	-1	-2
COc1ccccc1/C=C/C=N/NC(=O)CCn1nnc2ccccc21	-6	-2	2.3	-1	4	1	66*	3	2
COCCN1CN(S(=O)(=O)c2ccc(Cl)cc2)c2nc3ccccc3nc21	0	7	1.9	7	-2	2	-1	2	-3
Cc1ccc(-n2ncc3c(NNC(=O)c4ccco4)ncnc32)cc1C	-2	-4	?	4	1	0	13	-2	4
CSc1nnc(CNC(=O)c2ccccc2)n1-c1cccc(C)c1	-4	4	-3.3	-3	7	6	5	-5	0
CCC(=O)Oc1ccc2c(C)cc(=O)oc2c1C(=O)c1ccccc1	-3	3	0.3	5	-1	7	0	-2	4
Cc1nccn1-c1cc(C(C)(C)C)nc2c(-c3ccccc3)cnn12	6	4	-1.4	-8	-2	1	-2	8	4
Cc1ccc(C(=O)N(CN2CCCC2=O)c2ccc(F)cc2)cc1	-7	5	-3.7	-4	1	3	-2	4	1
COc1ccc(OC)c(NC(=O)C2CCN(c3cc(-c4ccccc4)nc4ncnn34)CC2)c1	3	4	0.5	6	6	1	-1	0	-1
CCOC(=O)c1nc2sc3c(c2c(=O)[nH]1)CCCC3	-3	8	-0.1	-3	9	6	0	2	-2
COc1ccc(C)cc1NC(=S)NC12CN3CN(CN(C3)C1)C2	3	/	1.0	2	-4	8	5	9	1
CC1CN(S(=O)(=O)c2ccc(C(=O)O)cc2)CC(C)O1 (configuration not stated)	3	5	-3.6	3	-2	4	2	8	0
C=CCOc1ccccc1/C=N/O	-2	2	-0.8	7	5	-1	1	2	-4
Cc1nc(C)c(/C(O)=C/c2nc3ccc([N+](=O)[O-])cc3oc2=O)o1	1	/	-11	-7	0	9	7	4	-1
CN(C)/C=C/C(=O)c1cnc(-c2ccccc2Cl)s1	0	0	?	-18	-6	-17	57*	-31	-4
Cc1ccc(S(=O)(=O)N2CCC(C)CC2)cc1C(=O)NCc1ccccn1	-7	12	1.6	9	-6	1	-2	0	-3
CC(Oc1cccc(Cl)c1)C(=O)Nc1nc(-c2ccccn2)cs1 (configuration not stated)	-2	2	1.6	-4	10	12	15	6	-1
Nn1c(SCC(=O)N2CCOCC2)nnc1C1CC1	-1	3	-3.1	0	1	5	2	5	9
CC(=O)c1ccccc1OC(=O)COc1ccc(Cl)cc1C	4	/	1.3	0	-1	4	1	-2	1
O=C(NC(=S)Nc1cccc(NC(=S)NC(=O)c2ccco2)n1)c1ccco1	-1	-7	-2.9	-7	-3	9	6	6	-5
CC(C)CN1CCC(=O)N([C@H](CO)c2ccccc2)CC1	6	3	0.5	-15	6	2	1	-6	7
CCOc1cc2nc(-c3ccc(OC)c(OC)c3)nc(NCCCN3CCOCC3)c2cc1OC	-9	6	0.5	9	6	12	101*	7	10
COc1ccccc1/C=C/C=N/NC(=O)c1ccc(=O)n(C)c1	-2	4	-0.1	6	5	-1	29	3	2
N#CCC(=O)Nc1ccc(C(=O)OCC(=O)NC(=O)Cc2ccccc2)cc1	0	-1	-1.4	8	3	3	1	-3	3
Cc1ccc(-n2ncc3c(NCc4ccccn4)ncnc32)c(C)c1	-4	7	1.7	1	3	1	-2	5	1
CN1C(=O)C(C)(C)c2cc(S(=O)(=O)NCCc3ccc(Cl)cc3)ccc21	-2	24*	1.6	5	30*	-2	10	3	0
C1=C(CCNc2ncnc3c2[nH]c2ccccc23)CCCC1	45*	8	/	2	7	-1	-3	-11	21*
COc1ccc(C(=O)COC(=O)c2sc(C)nc2C)cc1F	/	0	/	-5	-2	/	-1	/	/
O=C(Nc1ccccc1)/C(=C/c1ccc(O)cc1)NC(=O)c1ccco1	-5	1	1.7	3	1	5	0	9	2
O=C(NCCCNC(=O)c1ccco1)c1ccc(Cl)cc1	8	4	0.8	-1	3	1	7	4	0
CCCCNC(=O)CN1CCN(Cc2ccc3cc(OC)ccc3c2)CC1	1	3	0.0	10	1	2	0	-2	0
Cc1cc(C)c2nc(C)cc(Nc3ccc(C(=O)N(C)C)cc3)c2c1	0	/	1.3	3	5	4	2	0	-3

Remaining list, next part.
Compound	PME-1 primary	PAFAH1B2 FP inh	MEX-5 binding	GLD-1 RNA inh	pPAFAH FP inh	BCLXL inh	AHR act	MCL1 BIM primary	Fam108B counter
Cc1c(CC(=O)O)c(=O)oc2cc(OCc3ccc(F)cc3F)ccc12	0	10	1.2	-4	6	4	5	2	1
COC(=O)c1ccc(CNC(=O)CSc2nnc(COc3ccccc3)n2C)o1	2	-1	-0.2	4	2	0	0	-1	0
Cc1cnccc1CN(C)C(=O)C1CCC(=O)N(Cc2ccccc2F)C1 (configuration not stated)	7	1	1.6	3	5	2	3	2	6
CCN(CC)S(=O)(=O)c1ccc(-c2nnc(SCC(=O)N3CCc4ccccc43)o2)cc1	0	2	-1.5	-3	8	1	6	6	-1
Cc1ccccc1NC(=S)NC(C)CCc1ccccc1 (configuration not stated)	-3	4	1.0	3	3	5	8	10	-2
Cc1cc2c(c(C)c1CCO[C@@H]1O[C@H](CO)[C@@H](O)[C@H](O)[C@H]1O)C(=O)[C@@H](C)[C@@H]2O	/	5	/	1	3	/	0	/	/
Cc1cccc(C)c1OCCN1C(=O)NC(C)(c2ccccc2)C1=O (configuration not stated)	2	7	0.5	1	3	2	0	1	6
O=C(NC(=S)NCc1cccnc1)c1ccccc1[N+](=O)[O-]	1	3	2.6	3	2	0	1	0	0
CC1=NNC(=O)C1CC(=O)N/N=C/C(C)=C/c1ccccc1 (configuration not stated)	-4	-2	0.7	7	0	4	0	-1	1
CCN(C(=O)COC(=O)/C=C/c1ccco1)c1c(N)n(Cc2ccccc2)c(=O)[nH]c1=O	-1	-3	/	4	-1	3	0	7	/
CCn1cc(C(=O)N2CCN(c3ccc(OC)cc3)CC2)c(=O)c2cc(S(=O)(=O)N3CCCCC3)ccc21	-1	1	-1.0	9	1	2	0	3	4
Cc1ccccc1NC(=S)Nc1cccc2cnccc12	1	2	1.4	-6	3	6	8	9	0
